# Screens deposited in PubChem by several laboratories.
# NOD2-RIPK2 inh = NOD2-RIPK2 protein interaction inhibition | O43353 | CHO BLA complementation NOD2-RIPK2, CCF4 ratio | inhibition, % at 4.98 µM | 360,000 tested, 0.38% active | AID 624267; in the data active = inhibition above about 21%;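 note: 0% = vehicle only and 100% = reference blocker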
# SRC1 inh = inhibits human SRC1 coactivator | inhibition, % at 3.6 µM | HEK293 GAL4-SRC1 luciferase reporter, luminescence | Q15788 | 360,000 tested, 0.12% active;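 active = inhibition above the campaign mean plus 3 SD, with each screening campaign given its own cutoff, cut at about 60% in these data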;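 note: 0% = DMSO treated cells and 100% = gossypol at 36 µM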
# Target sequence (Q15788 whole entry, looked up, the tested form may be a part): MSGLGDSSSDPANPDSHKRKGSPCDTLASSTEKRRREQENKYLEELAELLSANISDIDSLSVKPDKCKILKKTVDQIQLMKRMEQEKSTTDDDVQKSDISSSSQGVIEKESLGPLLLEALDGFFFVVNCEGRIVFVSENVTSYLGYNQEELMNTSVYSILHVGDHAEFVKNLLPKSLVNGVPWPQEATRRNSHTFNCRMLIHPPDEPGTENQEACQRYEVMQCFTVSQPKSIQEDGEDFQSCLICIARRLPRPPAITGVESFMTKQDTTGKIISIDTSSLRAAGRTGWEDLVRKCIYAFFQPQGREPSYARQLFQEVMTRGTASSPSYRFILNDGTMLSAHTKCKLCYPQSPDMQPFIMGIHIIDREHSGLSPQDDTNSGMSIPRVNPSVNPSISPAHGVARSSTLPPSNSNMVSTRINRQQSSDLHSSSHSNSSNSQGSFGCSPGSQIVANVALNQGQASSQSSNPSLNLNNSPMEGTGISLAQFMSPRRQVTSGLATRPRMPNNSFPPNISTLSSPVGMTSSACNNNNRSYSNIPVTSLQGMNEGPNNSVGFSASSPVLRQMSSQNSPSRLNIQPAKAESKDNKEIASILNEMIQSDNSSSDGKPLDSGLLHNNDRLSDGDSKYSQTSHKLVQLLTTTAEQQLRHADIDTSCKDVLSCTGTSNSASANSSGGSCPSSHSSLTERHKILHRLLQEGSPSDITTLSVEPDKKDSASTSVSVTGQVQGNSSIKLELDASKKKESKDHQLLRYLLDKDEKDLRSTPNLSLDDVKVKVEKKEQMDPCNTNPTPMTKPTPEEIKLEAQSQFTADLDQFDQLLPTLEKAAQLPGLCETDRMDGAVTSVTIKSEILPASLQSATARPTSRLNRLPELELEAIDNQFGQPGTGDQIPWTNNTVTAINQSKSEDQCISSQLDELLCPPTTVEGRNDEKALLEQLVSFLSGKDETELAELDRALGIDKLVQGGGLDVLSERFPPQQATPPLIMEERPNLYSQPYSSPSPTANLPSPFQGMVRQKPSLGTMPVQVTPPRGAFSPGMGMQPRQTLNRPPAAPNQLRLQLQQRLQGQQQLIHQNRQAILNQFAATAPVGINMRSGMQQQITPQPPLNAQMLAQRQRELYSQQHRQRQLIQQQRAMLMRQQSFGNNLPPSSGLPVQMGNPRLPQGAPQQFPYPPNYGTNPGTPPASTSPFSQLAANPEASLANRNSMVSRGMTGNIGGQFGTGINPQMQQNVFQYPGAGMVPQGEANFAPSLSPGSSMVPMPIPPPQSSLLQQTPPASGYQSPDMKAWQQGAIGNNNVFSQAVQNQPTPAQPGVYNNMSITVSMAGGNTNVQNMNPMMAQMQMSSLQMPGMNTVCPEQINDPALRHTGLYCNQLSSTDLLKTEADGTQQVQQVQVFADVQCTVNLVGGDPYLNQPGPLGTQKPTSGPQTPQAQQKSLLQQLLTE
# SRC2 inh = inhibits human steroid receptor coactivator 2 | 370,000 tested, 0.17% active | HEK293 GAL4-SRC2 luciferase reporter, luminescence | inhibition, % at 9 µM | Q15596;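 active = inhibition above the mean inhibition of all tested compounds plus 3 SD, set per campaign, cut at about 52% in these data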;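 note: 0% = DMSO treated cells and 100% = cells given Gossypol at 36 µM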
# EBV LMP1 NFkB = Epstein-Barr LMP1 NF-kappaB reporter inhibition | LMP1-induced NF-kappaB luciferase reporter cells, luminescence | inhibition, % at 12.5 µM | 350,000 tested, 0.69% active; in the data active = inhibition above about 41%;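 note: 0% = neutral control wells and 100% = reference inhibitor control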
# NR2F2 inh = blocks human COUP-TFII nuclear receptor; inhibition, % at 8.6 µM; 370,000 tested, 0.7% active; HEK293T NGFI-A luciferase reporter, luminescence; P24468;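 active = inhibition above a per-plate cutoff, mean inhibition of test wells between control levels plus 3 SD, cut at about 38% in these data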;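 note: cells cotransfected with COUP-TFII expression vector driving the NGFI-A reporter; 0% = median of COUP-TF2 test wells and 100% = reporter-only cells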
# TLR9-MyD88 block = TLR9-MyD88 interaction inhibition; Q9NR96+Q99836; CHO BLA complementation TLR9-MyD88, CCF4 FRET ratio; inhibition, % at 4.98 µM; 340,000 tested, 0.21% active; AID 504734;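 active = inhibition above the mean over all tested compounds plus 3 SD, cut at about 21% in these data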;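 note: 0% = DMSO only wells and 100% = clavulanate BLA inhibitor control wells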
# TRAIL sens C8 = sensitizes caspase-8 expressing cells to TRAIL. NB7+C8 cells + TRAIL, ATPlite viability luminescence. inhibition (viability loss, TRAIL sensitization), % at 10 µM. 360,000 tested, 1% active;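 active = compounds causing at least 50% loss of cell viability in the single-dose screen, relative to plate controls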
# TWEAK-Fn14 inh = blocks TWEAK-Fn14 interaction in a reporter cell assay; TWEAK-stimulated Fn14 reporter cells, luciferase luminescence, 8 h; inhibition, % at 10 µM; 360,000 tested, 2% active; AID 1159606; in the data active = inhibition above about 50%
# NCOA3 inh = inhibits human SRC3 coactivator; inhibition, % at 3.6 µM; AID 588352; HEK293 GAL4-SRC3 luciferase reporter, luminescence; 360,000 tested, 0.17% active;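 active = inhibition above a per-campaign cutoff, the mean of all compounds plus 3 SD, cut at about 60% in these data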;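 note: 0% = DMSO-treated cells and 100% = gossypol-treated cells at 36 µM; higher means less SRC3-driven luciferase light from the GAL4 reporter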
# NR5A2 inv ag = suppresses constitutive activity of human LRH-1; 360,000 tested, 0.13% active; HEK293T StAR-luciferase reporter, LRH-1 transfected, 24 h; inhibition, % at 3.6 µM;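 active = inhibition above the mean inhibition of all tested compounds plus 3 SD, cut at about 73% in these data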;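 note: 0% = DMSO wells and 100% = reporter-only cells lacking LRH-1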
# TROY signal inh = TROY signaling inhibition; Q293 LMP1-TROYcd NF-kB luciferase reporter, 4 h; inhibition, % at 10 µM; 360,000 tested, 0.98% active;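 active = compounds whose plate-normalised and pattern-corrected inhibition of the luciferase reporter signal at the single screening dose is 50% or more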
# * hit, by the source's call; x = no result given.
SMILES,NOD2-RIPK2 inh,SRC1 inh,SRC2 inh,EBV LMP1 NFkB,NR2F2 inh,TLR9-MyD88 block,TRAIL sens C8,TWEAK-Fn14 inh,NCOA3 inh,NR5A2 inv ag,TROY signal inh
O=C(NCc1cccnc1)/C(=C\c1ccc(-c2ccc(Cl)c(Cl)c2)o1)S(=O)(=O)c1ccccc1,41*,44,61*,87*,17,9,93*,105*,85*,35,89*
CN(Cc1ccccc1)c1nnc(N)s1,-6,-10,-8,1,14,3,-10,-22,4,-17,-14
CCOc1cc(/C=N/NC(=O)C2CCCC2)ccc1O,-5,-14,9,2,0,-9,3,-6,-10,9,2
O=C(CCC(=O)c1cccs1)OCC(=O)c1ccc(Cl)s1,0,1,-6,3,-3,-3,-6,-2,-6,7,-34
CCn1c(SCC(=O)NC2CCCC2)nnc1C(C)NC(=O)c1ccccc1F (stereo not drawn),-4,-6,1,3,2,-1,16,34,11,-4,25
COc1cc(C2OCC3C(c4ccc(OC5OC(CO)C(O)C(O)C5O)c(OC)c4)OCC23)ccc1O (stereo not drawn),-8,-13,-2,1,3,0,-4,-8,-25,19,-9
CN1C(C(=O)NCc2cccs2)=CC(c2ccc(F)cc2)=NS1(=O)=O,-4,-21,-13,2,13,6,1,0,16,22,6
CCC(C)N(C(=O)CSc1nncn1C)C1CCS(=O)(=O)C1 (stereo not drawn),-6,2,-8,3,-1,4,-9,12,-11,5,5
CC(CCC(C)C(C)(C)C)[C@@H]1CC[C@H]2C3C[C@H](OS(O)(=S)=S)[C@H]4C[C@H](OS(O)(=S)=S)[C@@H](OS(O)(=S)=S)C[C@]4(C)[C@H]3CC[C@]12C (stereo partly drawn) (tested in a mixture with another compound),24*,-7,x,0,x,2,8,-58,7,-27,36
CCc1nc2ccc(C(=O)NCc3ccccc3OC)cn2c1N(CCC(C)C)CCN(C)C,-4,-11,1,x,-20,x,14,-10,11,3,9
Cc1ccc(C2C=CC(C#N)=CN2Cc2ccccc2)cc1 (stereo not drawn),3,0,x,x,x,x,-11,12,-2,-12,-6
O=C(O)c1ccc2nc(-c3ccccc3)c(-c3ccccc3)nc2c1,2,-1,-38,-6,19,-9,10,41,9,-4,-10
Cc1ccsc1-c1nc(CN2CCN(C)C(=O)[C@@H]2C)c(C)o1,-3,-11,-20,1,17,-11,-2,-22,-26,-10,-21
C=CCN(C(=O)c1ccccc1)c1ccc(OC)cc1,-17,-8,-4,9,12,-2,10,-5,-32,1,-9
Cc1ccc(C(=O)Nc2c(-c3cccs3)nc3cc(C)ccn23)cc1,3,13,-17,6,-1,1,3,15,12,0,-4
CCOc1ccc(C(C)=O)cc1COC(=O)c1ccc2c(c1)NC(=O)CS2,9,2,0,-19,5,6,10,50,1,19,41
Cc1ccccc1NS(=O)(=O)c1ccc(OCC(=O)N2CCCCC2)cc1,0,10,16,-3,5,4,-2,-8,3,34,10
COc1ccc(C(=O)Nc2cccnc2)cc1OC,1,-20,6,-2,4,-10,0,34,6,-14,0
COCCN(C(=O)c1ccc(-c2ccc([N+](=O)[O-])cc2)o1)c1c(N)n(CC(C)C)c(=O)[nH]c1=O,-4,-7,0,2,1,1,15,-8,18,-34,7
CC(C)(C)c1ccc(CN2C(=O)CSC2=O)cc1,6,-5,12,9,6,3,6,4,8,8,0
COC(=O)c1ccc(CSc2nc3ccccc3o2)cc1,-6,-75,-41,-28,-63,-10,3,42,-78,-72,-1
COC(=O)c1ccc(NC(=O)CN2CCN(S(=O)(=O)c3cc(Cl)ccc3OC)CC2)cc1,-2,-13,-6,-6,10,-6,5,-25,24,57,-23
CCN(CC(=O)NC1CCCCC1)S(=O)(=O)c1ccc(Cl)cc1,-16,-3,-11,-6,7,-10,0,1,1,3,12
O=C1CC(c2ccc(Cl)cc2)n2nc(NS(=O)(=O)c3ccc(F)cc3)nc2N1 (stereo not drawn),-14,0,-11,1,11,2,-14,5,5,-8,-6
CC(C)Cc1nnc(NC(=O)CCC(=O)NCCc2ccccc2)s1,0,-12,27,1,-4,0,-8,-7,-13,3,3
COc1ccc(OC)c(CCNC(=O)CCCC(=O)n2ncc3cc(C)ccc32)c1,-7,-7,-14,-2,18,7,1,-6,5,-16,-32
COc1ccc(OCC(=O)Nc2c3c(nn2C(C)(C)C)CSC3)cc1,3,19,16,8,15,0,-21,13,26,1,27
COc1c(C)cc(C(=O)C2CCCN(Cc3ccc(Oc4ncccn4)cc3)C2)cc1C (stereo not drawn),0,9,18,9,2,-4,11,-7,16,9,11
COCCCNC(=O)Nc1ccc(Br)cc1Cl,4,-16,-1,-4,-20,6,19,9,-50,-42,-20
Cc1cccc(NC(=O)CN2CCCCCC2)c1,-2,1,10,-1,6,-5,3,-8,-6,-12,-19
CCN(CC)CCOc1cccc(C(C)C)c1,-10,-1,-18,4,-10,3,2,7,-12,-3,-5
Cc1ccc(NS(=O)(=O)c2ccc3c(c2)NC(=O)CCS3)cc1C,6,13,-4,3,0,-10,9,22,0,3,4
COc1ccc(-c2noc(CCC(=O)N3CCC(C)CC3)n2)cc1,-10,12,3,-1,15,-1,6,3,-4,-27,-6
C=CCSc1nc2sc3c(c2c(=O)n1CC=C)CCc1ccccc1-3,-10,-5,9,-8,0,-16,11,-5,3,-4,-8
CCOc1cc(CNCCN2CCOCC2)ccc1OCc1ccccc1Cl,8,10,1,-2,-35,-6,25,6,6,3,-7
CCCn1c(N)c(N(CCOC)C(=O)COC(=O)c2ccccc2NCCO)c(=O)[nH]c1=O,-2,15,-23,0,-25,-2,5,30,-10,-19,16
COc1cc(CNn2nnnc2N)cc(Br)c1OCc1c(Cl)cccc1Cl,-6,4,14,-3,11,-9,-15,17,16,-21,22
CC(=O)NC(Cc1ccc(C)cc1)C(=O)NC1CCN(C(=O)c2ccc([N+](=O)[O-])cc2)CC1 (stereo not drawn),-14,-13,17,-12,13,2,30,37,17,10,-5
Brc1ccc2c(c1)C(C1=NCCN1)c1ccccc1CS2 (stereo not drawn),5,16,-3,-5,-3,4,-9,11,12,19,-4
CCCCc1ccc(NC(=S)NCCCN2CCOCC2)cc1,-9,13,6,-10,-5,-4,-2,-11,-16,9,-1
O=C(N/N=C/c1cccc(Cl)c1)C(c1ccncc1)N1CCOCC1 (stereo not drawn),4,12,-60,2,8,4,-6,-13,24,12,-10
COc1ccc(C)cc1N(CC(=O)Nc1cccc(N(C)S(C)(=O)=O)c1)S(C)(=O)=O,-1,19,18,1,-11,-3,6,-20,21,6,6

# Structures from the list above containing an aryl methoxy group (11):
SMILES,NOD2-RIPK2 inh,SRC1 inh,SRC2 inh,EBV LMP1 NFkB,NR2F2 inh,TLR9-MyD88 block,TRAIL sens C8,TWEAK-Fn14 inh,NCOA3 inh,NR5A2 inv ag,TROY signal inh
COc1cc(C2OCC3C(c4ccc(OC5OC(CO)C(O)C(O)C5O)c(OC)c4)OCC23)ccc1O (stereo not drawn),-8,-13,-2,1,3,0,-4,-8,-25,19,-9
CCc1nc2ccc(C(=O)NCc3ccccc3OC)cn2c1N(CCC(C)C)CCN(C)C,-4,-11,1,x,-20,x,14,-10,11,3,9
C=CCN(C(=O)c1ccccc1)c1ccc(OC)cc1,-17,-8,-4,9,12,-2,10,-5,-32,1,-9
COc1ccc(C(=O)Nc2cccnc2)cc1OC,1,-20,6,-2,4,-10,0,34,6,-14,0
COC(=O)c1ccc(NC(=O)CN2CCN(S(=O)(=O)c3cc(Cl)ccc3OC)CC2)cc1,-2,-13,-6,-6,10,-6,5,-25,24,57,-23
COc1ccc(OC)c(CCNC(=O)CCCC(=O)n2ncc3cc(C)ccc32)c1,-7,-7,-14,-2,18,7,1,-6,5,-16,-32
COc1ccc(OCC(=O)Nc2c3c(nn2C(C)(C)C)CSC3)cc1,3,19,16,8,15,0,-21,13,26,1,27
COc1c(C)cc(C(=O)C2CCCN(Cc3ccc(Oc4ncccn4)cc3)C2)cc1C (stereo not drawn),0,9,18,9,2,-4,11,-7,16,9,11
COc1ccc(-c2noc(CCC(=O)N3CCC(C)CC3)n2)cc1,-10,12,3,-1,15,-1,6,3,-4,-27,-6
COc1cc(CNn2nnnc2N)cc(Br)c1OCc1c(Cl)cccc1Cl,-6,4,14,-3,11,-9,-15,17,16,-21,22
COc1ccc(C)cc1N(CC(=O)Nc1cccc(N(C)S(C)(=O)=O)c1)S(C)(=O)=O,-1,19,18,1,-11,-3,6,-20,21,6,6

# The list is partial. The share of hits here may be higher or lower than overall.
